Screens deposited in PubChem BioAssay by several laboratories.
TNAP inh noacc = TNAP (human) inhibition, acceptor-free conditions; AID 1012; purified TNAP, CDP-star luminescence, 30 min; hit rate 0.26% among 200,000; inhibition, % at 20 µM; P05186;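 active = tissue-nonspecific alkaline phosphatase inhibition above about 50% at 20 µM in the single-dose screen, limit read from the data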;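 also: 0% = DMSO negative control and 100% = EDTA positive control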
Target sequence (P05186 whole entry, looked up): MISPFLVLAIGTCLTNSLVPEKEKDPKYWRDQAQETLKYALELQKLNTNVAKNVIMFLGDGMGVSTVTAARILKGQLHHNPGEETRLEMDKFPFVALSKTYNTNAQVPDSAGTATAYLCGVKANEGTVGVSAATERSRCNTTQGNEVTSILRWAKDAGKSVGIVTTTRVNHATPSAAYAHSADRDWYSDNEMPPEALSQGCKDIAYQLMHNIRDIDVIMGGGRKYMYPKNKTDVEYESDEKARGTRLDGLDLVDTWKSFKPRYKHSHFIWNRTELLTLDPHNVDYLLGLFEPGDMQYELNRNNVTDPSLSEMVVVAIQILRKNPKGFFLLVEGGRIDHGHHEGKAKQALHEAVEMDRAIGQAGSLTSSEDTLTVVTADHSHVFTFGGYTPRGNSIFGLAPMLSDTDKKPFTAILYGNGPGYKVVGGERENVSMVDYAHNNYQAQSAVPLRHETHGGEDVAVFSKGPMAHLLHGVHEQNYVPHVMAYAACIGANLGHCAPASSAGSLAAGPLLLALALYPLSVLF
TNAP inh hiacc = inhibitors of human TNAP at high phosphate acceptor concentration | hit rate 0.03% among 200,000 | purified TNAP, CDP-star luminescence, 1 M DEA | inhibition, % at 20 µM | AID 1135;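 active = over 50% inhibition of tissue-nonspecific alkaline phosphatase at 20 µM in the single-dose screen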;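 also: plate controls were DMSO wells for no effect and EDTA-quenched wells as full inhibition for full effect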
bIAP act = increases bovine intestinal alkaline phosphatase activity. purified bovine IAP, CDP-star luminescence, 30 min; hits give high values; fold of DMSO-control signal, blank-subtracted. activation factor at 20 µM. hit rate 0.17% among 200,000. AID 1016;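 active = activation factor of 2 or more at 20 µM, a signal rise over negative controls twice the positive control's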
bIAP inhibitor = intestinal alkaline phosphatase (bovine) inhibition; AID 1019; inhibition, % at 20 µM; purified bovine IAP, CDP-star luminescence, 30 min; 190,000 tested, under 10 active;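 active = over 50% inhibition of intestinal alkaline phosphatase at 20 µM in the single-dose screen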
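Assay system – bovine IAP enzyme · Quantity – bovine IAP at 1/65,000,000 final dilution · Detection – CDP-star luminescence signal · Times – 30 min reaction at room temperature · Also added – CDP-star substrate at 30 µM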
Lmaj promast = inhibitors of Leishmania major promastigote growth; Leishmania major promastigotes, resazurin fluorescence viability; inhibition, % at 10 µM; hit rate 9% among 200,000; AID 1063; in the data active = inhibition above about 50%;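 also: promastigotes grown with compound for 44 hours at 28 °C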
RAM network inh = inhibitors of the yeast RAM network; S. cerevisiae dse1pr::URA3 reporter, 5-FOA growth OD615, 2 d; analog-sensitive cbk1-as2 kinase mutant strain; inhibition, % at 50 µM; hit rate 1.8% among 190,000; AID 868;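 active = inhibition above a set limit, 3 SD over mean compound inhibition, cut at about 8.4% in these data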;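 also: 0% = DMSO-only wells with no growth and 100% = 10 µM 1-NA-PP1 full growth; inhibition rescues growth on 5-FOA so higher OD means more RAM inhibition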
TNAP act hi DEA = TNAP (human) activation, high acceptor. AID 1136. 200,000 tested, under 10 active. purified TNAP, CDP-star luminescence, 1 M DEA, 30 min; hits give high values; 0 = EDTA background, 1 = DMSO-only activity. P05186. activation factor at 20 µM;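 active = activation factor at least 2 at 20 µM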
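Measured by: Luminescent substrate turnover signal | Test system: Human TNAP | Input: TNAP 1/800 final | Dosing: 20 µM single point | Schedule: 30 min, room temperature | Controls: EDTA wells as negative control, DMSO wells as positive control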
APP 5UTR inh = APP translation inhibition; SH-SY5Y APP 5'UTR-luciferase reporter, luminescence; inhibition, % at 2 µM; hit rate 0.82% among 190,000;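 active = inhibition above a set limit, derived from the sample mean plus 3 SD, cut at about 45% in these data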; also: values of inactives mirror those of a sister screen read the other way
FLuc inhib CS = Photinus pyralis luciferase inhibition counter-screen | inhibition, % at 10 µM | P08659 | hit rate 1.5% among 200,000 | AID 1006 | ATPLite firefly luciferase biochemical luminescence, 10 min;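 active = inhibition above about 50% when tested at 10 µM, limit read from the data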
Target sequence (P08659 whole entry, looked up): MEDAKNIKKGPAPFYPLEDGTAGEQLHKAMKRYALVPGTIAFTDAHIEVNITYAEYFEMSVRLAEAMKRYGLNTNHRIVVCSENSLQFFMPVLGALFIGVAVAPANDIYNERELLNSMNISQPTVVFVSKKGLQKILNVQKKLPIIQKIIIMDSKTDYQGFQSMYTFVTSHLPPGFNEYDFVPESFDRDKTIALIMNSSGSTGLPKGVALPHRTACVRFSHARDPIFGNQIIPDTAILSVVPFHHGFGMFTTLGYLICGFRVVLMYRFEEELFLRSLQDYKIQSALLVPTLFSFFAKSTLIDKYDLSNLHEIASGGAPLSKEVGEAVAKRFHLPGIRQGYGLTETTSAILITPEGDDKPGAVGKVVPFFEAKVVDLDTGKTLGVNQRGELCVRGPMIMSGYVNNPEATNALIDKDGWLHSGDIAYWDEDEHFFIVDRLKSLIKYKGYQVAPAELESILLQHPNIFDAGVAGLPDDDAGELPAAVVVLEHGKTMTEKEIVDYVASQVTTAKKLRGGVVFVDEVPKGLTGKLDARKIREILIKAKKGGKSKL
FLuc stim CS = affects firefly luciferase, flagging false hits in luciferase stimulation screens. P08659. ATPlite luciferase biochemical, luminescence, 10 min; 0 = ATP-free wells, 1 = DMSO control. activation factor at 10 µM. 200,000 tested, under 10 active. AID 1027;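 active = luciferase activation factor, scaled between plate controls, of at least 2 with compound at 10 µM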
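System: luciferase plus luciferin reagent, cell-free; medium: PBS as buffer for the ATP substrate; dosing: test compounds dosed from 2 mM stocks in 100% DMSO; timing: 10 min post-reagent at room temperature; measured by: luminescence measurement of luciferase light output; evaluation: luciferase activation, seen as luminescence increase over controls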
* marks the source's active call; other numbers are inactive results; · = not tested or not shown. Random draw from the library. Share with any hit: about 13%.

SMILES	TNAP inh noacc	TNAP inh hiacc	bIAP act	bIAP inhibitor	Lmaj promast	RAM network inh	TNAP act hi DEA	APP 5UTR inh	FLuc inhib CS	FLuc stim CS
Cc1nn(-c2ccccn2)c2c1C(c1ccncc1)C1=C(CC(C)(C)CC1=O)N2 (stereo not given)	-22.5	-6.8	1.1	-14.6	12.0	-0.7	1.1	-12.4	-4.6	1
Cc1ccc(S(=O)(=O)/N=C2/C=C(Sc3ncn[nH]3)C(=O)c3ccccc32)c(C)c1	26.3	6.3	0.8	15.4	99.1*	4.3	0.9	65.5*	11.6	0.9
CC1(C)Cc2c(ccc3ccccc23)/C(=C/C(=O)N2CCCCC2)N1	-4.5	0.6	1	2.4	17.7	1.4	1	-1.5	-3.3	1
COc1cc(/C=N/N2C(=O)c3ccccc3NC2(C)c2cccc([N+](=O)[O-])c2)cc(Br)c1O (stereo not given)	-10.0	-2.4	0.8	19.3	-3.1	-0.5	1	-4.8	-6.6	1.1
c1ccc(Cc2noc(CN3CCN(C4CCc5ccccc5C4)CC3)n2)cc1 (stereo not given)	-3.8	-4.1	1.2	-24.6	87.2*	1.2	1	-13.5	-2.8	1
NC(=O)C1=C[C@H](c2coc3ccccc3c2=O)C[C@H](OCCCCO)O1	-8.0	-3.1	0.9	8.4	-2.4	1.5	1	-0.3	-3.4	1
Cc1ccc(-c2noc(CN(C(=O)C(c3ccccc3)c3ccccc3)C(C)C)n2)cc1	-8.5	-4.8	1	3.7	4.2	6.7	1	4.9	-2.7	1
COCCNC(=O)c1cc2cc(Cl)cc(Cl)c2oc1=O	-11.4	-5.0	1	1.9	-5.9	3.6	1.1	28.6	-1.0	1
O=C(CCCC(=O)OCC(=O)c1cccs1)Nc1ccc(F)cc1	-9.8	-5.3	1.2	-16.6	-6.7	-0.3	1.1	-7.2	-3.5	1
O=C(C[n+]1ccc(Cc2ccccc2)cc1)Nc1ccccc1	-6.1	-1.1	0.9	8.6	-10.3	0.4	1	16.5	-3.2	1
CCCOC(=O)c1ccc(NC(=O)CSC2=Nc3ccccc3C3CC=NN23)cc1 (stereo not given)	-11.9	-3.8	1	3.0	98.3*	5.3	1	-21.2	-6.7	1.1
CN=c1oc2ccc(Cl)cc2cc1C(N)=O	-9.7	-3.3	0.8	23.5	-3.6	-0.5	1	8.7	-9.2	1.1
COc1ccc(S(=O)(=O)N(C)CC(=O)NCc2ccco2)cc1	-9.5	-4.2	1.1	-7.2	-1.8	1.3	1	-9.8	-1.7	1
O=C(Nc1cc(C(F)(F)F)ccc1N1CCOCC1)c1ccc(F)cc1	-7.1	-8.9	0.9	12.0	-2.8	3.1	1.1	12.6	-10.3	1.1
CCOc1ccc(-n2c(SCc3cc(=O)oc4cc(C)c(C(C)C)cc34)nnc2-c2cccnc2)cc1	0.0	1.1	0.9	10.9	41.2	1.8	1	-1.6	-1.7	1
CCc1ccc(OCC(=O)N/N=C(\C)c2ccccc2OC(F)F)cc1	-6.2	-3.2	0.9	7.8	-3.6	1.2	1	16.4	-0.6	1
Cc1ccc(NC(=O)Cc2cn(C)c3ccccc23)cc1F	5.5	-0.4	0.9	9.5	-2.0	2.0	1	-16.9	-5.7	1.1
CN(C)c1nc(N)nc(CSc2ccccn2)n1	-10.8	-5.5	0.8	15.1	-1.3	0.8	1.1	8.1	-7.1	1.1
CCOc1ccc(Oc2nc(N(CC)CC)nc(N3CCOCC3)n2)nn1	-7.6	-3.7	1.1	-7.9	-5.7	2.2	1	-12.3	-0.4	1
CCCCOc1ccc(CNn2c(C)nc3ccccc3c2=O)cc1	5.6	-4.0	1.1	-12.5	-5.6	14.9*	1	1.4	-8.0	1.1
O=C(C1CCCN1S(=O)(=O)c1ccc(Br)cc1)N1CCOCC1 (stereo not given)	-2.9	-0.7	1	-3.2	1.2	0.2	1	-6.4	0.6	1
Cc1ccc(S(=O)(=O)Nc2nc3c(s2)C(=O)CC(C)(C)C3)cc1	-5.4	-2.8	0.9	8.4	-5.5	0.7	1	-24.1	-1.8	1
CSc1ncnc2sc(C)c(C)c12	-8.6	-0.2	1	-4.5	-8.9	2.0	1	-10.1	-2.4	1
COc1ccc(C2C3C(C)=NN=C3CC(C)(O)C2C(C)=O)cc1 (stereo not given)	-11.3	-6.7	0.7	32.0	-3.2	5.1	1.1	-13.1	-6.9	1.1

Continued, overlapping the part above by two compounds.
SMILES	TNAP inh noacc	TNAP inh hiacc	bIAP act	bIAP inhibitor	Lmaj promast	RAM network inh	TNAP act hi DEA	APP 5UTR inh	FLuc inhib CS	FLuc stim CS
CSc1ncnc2sc(C)c(C)c12	-8.6	-0.2	1	-4.5	-8.9	2.0	1	-10.1	-2.4	1
COc1ccc(C2C3C(C)=NN=C3CC(C)(O)C2C(C)=O)cc1 (stereo not given)	-11.3	-6.7	0.7	32.0	-3.2	5.1	1.1	-13.1	-6.9	1.1
Nc1c(C(=O)NCc2cccnc2)sc(=S)n1-c1ccccc1	-20.4	-5.9	0.9	10.0	-10.6	2.9	1.1	7.7	-4.9	1
COc1ccc(O)c(/C=N/NC(=S)Nc2cccc(S(=O)(=O)N(C)C)c2)c1	-149.5	6.1	1	-1.7	99.4*	3.1	0.9	59.8*	16.4	0.8
CCOC(=O)c1cnc2scnn2c1=O	-11.5	-5.6	1	-1.5	8.8	2.4	1.1	6.7	-5.5	1.1
Cc1c(Cl)cccc1Nc1nc(N)nc(CSc2ncccn2)n1	-14.0	-7.0	0.9	11.1	19.7	2.3	1.1	-10.7	-3.8	1
O=C(c1ccc(Nc2cccc(C(F)(F)F)c2)nc1)N1CCCC1	-8.8	-4.0	1	-4.6	3.0	2.4	1	-9.2	-0.3	1
COc1ccc(C2C(C(=O)Nc3ccc4c(c3)OCCO4)c3ccccc3C(=O)N2C)cc1 (stereo not given)	-7.1	-8.0	1	0.4	-1.2	2.9	1.1	-10.5	-6.9	1.1
CCOC(=O)c1c[nH]c2c(Cl)c(Cl)ccc2c1=O	-6.5	-5.0	1	1.2	2.3	1.9	1.1	-13.7	7.8	0.9
CCOC(=O)N1CCN(c2cc(=O)n(-c3cccc(C)c3)c(=O)[nH]2)CC1	-13.8	-1.5	1	3.3	-4.7	1.5	1	-3.0	-7.2	1.1
Cc1ccc(-c2noc(CN(C(=O)CCN3C(=O)c4ccccc4C3=O)C(C)C)n2)cc1	-6.0	-2.1	1	0.9	1.1	-0.5	1	-10.7	-2.6	1
CCC(CC)C(=O)NCCc1cc2ccc(C)cc2[nH]c1=O	-7.2	3.0	0.9	7.1	-5.6	3.2	1	-5.3	-2.3	1
COc1cc(/C=N/NC(=O)C[n+]2ccccc2)cc(OC)c1OC	-12.8	-4.6	0.9	6.7	-1.7	3.1	1	5.0	-4.9	1
CCC(=O)Nc1c2c(nc3c1CCC3)CCCC2	-4.5	-4.3	1	2.5	-2.6	0.7	1	2.8	-6.2	1.1
CCOc1ccc(S(=O)(=O)Nc2cc(OC)ccc2OC)cc1	-6.4	-2.0	1	2.0	-2.5	-0.4	1	93.3*	-3.3	1
Cc1c(Cl)cccc1NC(=O)Cn1cc(C(F)(F)F)cc(Cl)c1=O	-5.1	-0.4	1	0.3	-4.0	3.2	1	-3.4	1.5	1
CCCCn1c(-c2ccsc2)nc2c1c(=O)[nH]c(=O)n2CCC	-4.0	-5.0	1	-3.6	9.5	3.1	1.1	-3.3	-1.0	1
O=C(CN1C(=O)/C(=C/c2cccc(Br)c2)SC1=S)NC1=NCCS1	-11.2	-1.8	0.9	9.0	18.1	4.5	1	-11.2	-4.8	1
O=C(Nc1ccccc1-c1nnc(SCc2ccc(Cl)cc2)o1)c1ccccc1	-6.2	1.4	0.5	47.7	4.7	8.4*	1	11.8	0.0	1
CCOc1ccc(N(CC(=O)NCc2ccccc2)S(=O)(=O)c2c(C)noc2C)cc1	8.0	-8.7	0.9	9.9	0.8	4.6	1.1	-4.1	-6.1	1.1
COc1ccc(CC(NC(C)=O)C(=O)NC2CCN(C(=O)Nc3ccccc3Cl)CC2)cc1OC (stereo not given)	-11.4	-6.7	1	1.3	-3.9	-0.3	1.1	8.7	-6.7	1.1
COc1ccc(NC(=O)Nc2ccc3nccnc3c2)cc1	4.0	-9.0	0.8	15.9	-5.7	3.0	1.1	-97.3	57.1*	0.4
CC(C)CCNC(=O)CO/N=C/c1ccccc1OC(F)F	-8.5	0.5	0.7	29.9	-7.5	-1.1	1	4.8	-3.3	1
COc1ccccc1NC(=O)CSc1nnc(-c2ccoc2C)n1CCc1ccccc1	-5.5	-3.3	1.2	-18.2	76.2*	0.0	1	-5.5	-5.2	1.1
N#Cc1ccc(Oc2ccc(C(N)=O)cc2)cc1C#N	-6.9	9.5	0.9	5.4	-2.8	1.3	0.9	9.8	-1.9	1
Cc1sc2ncnc(OCC(=O)NCc3cccs3)c2c1C	-7.1	0.7	1	3.0	-1.8	2.6	1	-3.8	-8.1	1.1
COC(=O)c1cc2ccccc2c(-c2c(O)ccc3ccccc23)c1O	-2.3	-3.6	1	4.8	23.4	2.9	1	17.2	-9.7	1.1
CC(=O)c1c(C)[nH]c(C(=O)OCC(=O)N2CC(=O)Nc3ccccc32)c1C	-10.1	-3.2	0.9	7.9	-6.1	2.5	1	4.0	-0.5	1
CCc1c(C)nc2ncnn2c1N1CCCC(C(=O)NCc2ccco2)C1 (stereo not given)	-5.2	-2.1	1	-4.9	-2.1	0.8	1	13.0	-0.5	1
CN(C)CCCOc1ccc(Cl)cc1Br	-9.8	-0.3	1	-3.9	61.7*	0.7	1	-18.6	-8.1	1.1
Cc1cc(N)n2nc(C)c(-c3ccc(Cl)cc3)c2n1	1.0	-5.7	0.9	5.2	33.1	-1.1	1.1	-1.8	-5.7	1.1
CN(C)S(=O)(=O)c1ccc(S(=O)(=O)N(Cc2ccco2)Cc2ccccc2Cl)cc1	-7.3	-8.3	0.9	14.4	5.1	6.7	1.1	5.3	-11.3	1.1
COc1ccc(/C=N/OCC(=O)N=Nc2c(O)[nH]c3ccc(Br)cc23)cc1OC	-14.2	0.4	0.8	15.1	63.5*	5.7	1	10.8	-5.9	1.1
COC(=O)c1ccccc1NC(=S)NC(=O)CC(C)C	-11.6	-7.0	0.9	11.2	-3.1	0.0	1.1	-15.8	-7.6	1.1
CCOc1ccc(S(=O)(=O)N(CC(=O)O)c2ccc(C)cc2)cc1	1.9	-4.4	1.1	-7.4	-5.1	0.4	1	-13.0	-10.9	1.1
O=C(COc1ccccc1)Nc1ccc(S(=O)(=O)N2CCCCCC2)cc1	-14.5	-1.8	0.7	29.0	-6.7	1.1	1	·	-1.3	1
CC(C)OC(=O)c1c(-c2ccc(C(C)C)cc2)csc1NC(=O)C1CCCO1 (stereo not given)	-3.3	-6.4	0.9	8.0	23.9	8.2	1.1	-15.0	-9.2	1.1
